MOR-DOR inv ag: inverse agonist of human OPRM1-OPRD1 heterodimerization; inhibition, % at 9.3 µM; AID 504357; cell-based MOR-DOR heterodimer luminescence, inverse agonism; 0.21% of 340,000 active; in the data active = inhibition above about 22%, passing the limit was not always enough;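 also: 0% = cells with DMSO and 100% = wells without cells with DMSO; values of inactives mirror those of a sister screen read the other way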
phage Ecoli inh: E. coli growth loss with phage present. growth absorbance. inhibition, % at 11.9 µM. 0.26% of 360,000 active; in the data active = inhibition above about 11%
Mot1-301 SUMO: SUMOylation pathway inhibition by Mot1-301 growth rescue; growth rescue, % at 18.8 µM; 1% of 320,000 active; S. cerevisiae Mot1-301 growth rescue, ATP luminescence, 38.5C; percent above DMSO median, 100 means doubled;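 active = every valid replicate shows activation above 250% relative to neutral control wells; inactive = the rest, any valid replicate at or below 250%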;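 also: OY570 slx delta 5 strain wells were the positive control but not used for scaling; some compounds called inactive have numbers as strong as hits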
AddAB inh: less growth of phage-infected E. coli with AddAB; E. coli expressing H. pylori AddAB, absorbance growth; inhibition, % at 11.9 µM; 0.29% of 330,000 active; in the data active = inhibition above about 12%;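 also: 0% = vehicle wells of infected cells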
Tat export inh: inhibitors of E. coli Tat protein transport | 0.036% of 340,000 active | AID 488895 | E. coli MC4100 TorA-mCherry Tat export, fluorescence | inhibition, % at 10 µM;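 active = mean replicate inhibition at least 50% and at least half of replicates individually reaching 50%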;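 also: exported cargo escapes ClpAP degradation while cytoplasmic cargo is degraded and loses fluorescence; 0% = median of neutral control wells and 100% = median of NaSCN control wells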
HTR5A inv ag: inverse agonist of human HTR5A in OPRM1-OPRD1 counter-screen; HTR5A cell line, luminescence, inverse agonism; 0.083% of 340,000 active; AID 504634; inhibition, % at 9.3 µM; P47898; in the data active = inhibition mostly above about 23%, no sharp cut-off; inactive = mostly below about 18%;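 also: 0% = cells with DMSO and 100% = no-cell wells with DMSO; some compounds called inactive have numbers as strong as hits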
Target sequence (P47898 whole entry, looked up): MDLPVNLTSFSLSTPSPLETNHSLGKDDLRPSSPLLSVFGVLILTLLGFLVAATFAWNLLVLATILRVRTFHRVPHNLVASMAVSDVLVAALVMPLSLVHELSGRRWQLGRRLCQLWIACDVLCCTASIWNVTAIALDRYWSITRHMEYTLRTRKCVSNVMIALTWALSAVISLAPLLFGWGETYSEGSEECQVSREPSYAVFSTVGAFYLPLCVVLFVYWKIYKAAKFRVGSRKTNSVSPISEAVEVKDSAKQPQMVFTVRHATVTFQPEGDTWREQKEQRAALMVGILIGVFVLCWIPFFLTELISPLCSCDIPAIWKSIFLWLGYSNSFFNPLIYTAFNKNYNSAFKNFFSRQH
MOR-DOR ag: OPRM1-OPRD1 heterodimerization agonism; cells, luminescence; 0.3% of 340,000 active; AID 504326; activation, % at 9.3 µM; P35372+P41143; in the data active = activation above about 18%;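 also: 0% = vehicle-treated cells and 100% = reference agonist; values of inactives mirror those of a sister screen read the other way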
PKA-R1A act: activates the PKA-R1A holoenzyme complex; AID 504707; activation, % at 11.4 µM; 0.083% of 340,000 active; PKA-R1A dissociation, Cy5-IP20 fluorescence polarization; scaled: DMSO 0%, 113 µM cGMP 100%;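 active = percent activation above the mean of all tested compounds plus 3 SD, cut at about 19% in these data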;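 also: higher means more PKAc released from R1A so a rise in polarization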
E coli growth: bacterial growth inhibition, counter-screen for AddAB inhibitors; E. coli V3065 growth, OD600 absorbance, 18 h; inhibition, % at 11.9 µM; 0.27% of 330,000 active; AID 449728;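 active = inhibition above the campaign's mean inhibition across all tested compounds plus 3 SD, cut at about 9.9% in these data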;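 also: uninfected addAB+ strain grown without phage in ampicillin broth; 0% = DMSO wells and 100% = ciprofloxacin 0.95 µg/ml wells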
PKA-R2B activ: activators of human PKA-R2B complex; P22694+P31323; PKA-R2B holoenzyme dissociation, Cy5-IP20 fluorescence polarization; R2B truncated from residue 108, S112A mutant; 0% DMSO only, 100% 113 µM cGMP; activation, % at 11.4 µM; 0.079% of 340,000 active; AID 504700;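 active = activation above a cutoff set at the mean over all compounds plus 3 SD, cut at about 18% in these data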;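 also: higher means more holoenzyme dissociation and a rise in polarization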
Target sequence (P31323 whole entry, looked up, other chains not shown, the tested form may be a part): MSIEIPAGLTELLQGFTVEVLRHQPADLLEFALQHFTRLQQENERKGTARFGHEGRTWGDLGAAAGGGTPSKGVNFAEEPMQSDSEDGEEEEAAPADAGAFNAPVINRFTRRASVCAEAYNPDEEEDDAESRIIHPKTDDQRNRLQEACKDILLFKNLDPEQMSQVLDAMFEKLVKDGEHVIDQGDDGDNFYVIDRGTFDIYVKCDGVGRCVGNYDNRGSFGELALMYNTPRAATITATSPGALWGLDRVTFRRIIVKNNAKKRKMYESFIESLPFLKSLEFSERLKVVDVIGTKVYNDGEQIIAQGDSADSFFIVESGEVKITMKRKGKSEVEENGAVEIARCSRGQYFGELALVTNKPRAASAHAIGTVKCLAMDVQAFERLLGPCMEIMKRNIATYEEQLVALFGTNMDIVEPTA
PfHsp90 set2: growth inhibition of yeast expressing Plasmodium Hsp90; S. cerevisiae expressing PfHsp90, BacTiter-Glo ATP, 48 h; yeast lacking PDR1 and PDR3 efflux regulators; inhibition, % at 9.4 µM; 0.32% of 310,000 active; AID 504621;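 active = every replicate shows inhibition above about 80%, whatever the replicate mean, limit read from the data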;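 also: 0% = DMSO neutral controls and 100% = 20 µM radicicol positive controls; yeast relying on Plasmodium falciparum Hsp90 in place of its own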
* marks the source's active call; other numbers are inactive results; · = no result given.

SMILES,MOR-DOR inv ag,phage Ecoli inh,Mot1-301 SUMO,AddAB inh,Tat export inh,HTR5A inv ag,MOR-DOR ag,PKA-R1A act,E coli growth,PKA-R2B activ,PfHsp90 set2
COc1ccc(/C(N)=N/OC(=O)c2ccc(C)c([N+](=O)[O-])c2)cc1,-3,2.8,9,1.9,-12,12,0.6,-8,3.9,-5,2
COc1cc(OC)c(C(=O)Nc2cccnc2)cc1OC,11,-1.6,91,1.2,-5,-4,-2.2,-2,0.8,-6,7
COc1ccc(S(=O)(=O)N(CC(=O)N2CCN(c3ccccc3OC)CC2)c2ccccc2)cc1,-17,·,-16,0.7,0,-1,3.2,12,1.7,8,-3
Brc1cccc(-c2nc(-c3ccncc3)no2)c1,-9,2.0,21,3.4,3,10,2.2,-10,-1.1,-5,-28
O=C(O)CCC(=O)N1N=C(c2ccccc2)CC1c1cccs1 (stereo not given),8,0.6,6,-0.9,-10,-34,-1.5,-7,-0.3,0,15
O=C(COC(=O)c1cc([N+](=O)[O-])ccc1NCCO)c1ccccc1,-10,3.8,-21,0.2,-2,-18,1.9,3,-1.1,-1,-7
CCCn1c(=N)n(CC(O)COc2ccc(C)cc2)c2ccccc21 (stereo not given),-21,3.8,-14,1.1,-1,-12,3.9,3,2.0,6,-24
COc1cnc(-c2ccccn2)nc1Sc1ccc(Cl)cc1,9,0.3,-28,0.2,-10,19,-2.0,-1,-0.5,7,·
Cc1cc(C)nc(/N=C(/NC(=O)c2ccccc2)Nc2ccccc2)n1,6,1.2,-7,-0.2,-8,-7,-1.1,-7,-2.1,-4,-2
CC(/C=N/NC(=O)c1cc(C(C)C)[nH]n1)=C\c1ccccc1,13,5.2,-15,0.6,6,-1,-2.5,0,1.3,-1,1
COc1ccc(NC(=O)CN(C)C(=O)CCNS(=O)(=O)c2ccc(Br)cc2)cc1,7,2.5,116,-0.8,-1,2,-1.2,0,1.3,-6,10
Cc1ccc(Cl)cc1NS(=O)(=O)Cc1ccccc1,1,2.7,-24,1.8,9,7,-0.2,-9,-1.0,-1,-4
CCN1CCN(CC(=O)Nc2c(OC)cccc2OC)CC1,8,-1.1,-9,-0.4,-9,14,-1.8,5,-2.5,7,5
COCCNC(=O)C(=O)NNS(=O)(=O)c1ccc2ccccc2c1,16,5.3,33,4.7,-5,-7,-3.0,-5,1.5,1,-4
COc1ccc(CCNC(=O)C2CCC(=O)N(CC3CCCCC3)C2)cc1 (stereo not given),7,-1.2,·,·,-2,2,-1.4,0,·,2,2
O=C(Cn1cnnn1)Nc1cccc([N+](=O)[O-])c1,13,0.1,7,1.8,-3,2,-2.8,-1,-1.0,1,8
O=C(CN1C(=O)c2cccnc2Oc2ccc(Cl)cc21)N1CCCC1,18,0.2,-10,0.9,-2,3,-3.5,-6,-1.0,1,13
CCc1cc2c(SCC(=O)N3CCCC3=O)ncnc2s1,14,3.6,7,0.1,14,7,-3.7,-24,0.0,1,6
COc1ccc2oc(=O)c(C(=O)N3CCN(C(=O)c4ccccc4)CC3)cc2c1,5,3.0,128,2.8,13,7,-0.7,-8,-0.1,-1,18
Cn1ccs/c1=N\S(=O)(=O)c1ccc(F)cc1,9,0.2,171,-0.1,-1,-21,-1.8,-18,0.4,-8,3
OCc1ccnc2oc3ccccc3c12,4,0.5,-7,2.8,-12,-26,-0.9,0,0.3,-2,-6
CS(=O)(=O)c1ccc2nc(NC(=O)C3CC(=O)N(c4ccc(F)cc4)C3)sc2c1 (stereo not given),-13,0.8,89,0.1,3,7,2.4,-1,2.6,8,32
CCOC(=O)c1sc2nc(CC(=O)OC)nc(NCc3ccc(Cl)cc3)c2c1C,-3,·,-4,-0.3,-10,-28,0.5,-5,0.2,-1,20
O=C(Cn1cnc([N+](=O)[O-])n1)NCCc1ccccc1,·,5.3,108,-0.8,2,·,·,·,-0.7,·,23
COc1ccc(N2CCN(CCNC(=O)c3ccc4c(c3)[nH]c(=S)n3c5ccccc5nc43)CC2)cc1,1,1.8,-3,1.4,-1,24,-0.2,0,-0.2,7,0

(next part)
SMILES,MOR-DOR inv ag,phage Ecoli inh,Mot1-301 SUMO,AddAB inh,Tat export inh,HTR5A inv ag,MOR-DOR ag,PKA-R1A act,E coli growth,PKA-R2B activ,PfHsp90 set2
CC(C)c1c(C(=O)N/N=C/c2ccc(-c3ccccc3)cc2)nnn1-c1nonc1N,1,3.2,-7,4.7,-2,-14,-0.2,-3,0.5,-3,11
COc1ccc(OC)c(NC(=O)COC(=O)C2CCC2)c1,-5,0.1,6,-0.3,0,17,1.2,11,-2.3,-2,2
O=C(COC(=O)CCNS(=O)(=O)c1ccc(Cl)cc1)Nc1ccccc1OC(F)F,9,2.9,·,·,4,1,-1.5,0,·,-4,5
CCN(CC(=O)NCc1ccc(F)cc1)CC(=O)Nc1cc(S(=O)(=O)N(C)C)ccc1C,10,1.4,-1,1.6,-4,3,-2.4,-13,0.5,-15,9
C=C1c2ccccc2NC(=O)N1c1ccc(C)cc1,20,3.1,-16,3.3,0,-5,-3.4,-14,0.0,-9,15
O=C(O)CCC(=O)Nc1cccc(-c2csc(-c3ccccc3)n2)c1,5,4.9,17,0.4,-7,-8,-0.9,-2,-0.4,-13,3
CC(=O)c1c[nH]c(C(=O)Nc2ccc(N3CCCCCC3)cc2)c1,-5,0.1,122,5.5,-7,7,1.4,-1,1.2,-7,·
CC(C)CCn1nc(C(=O)OC(C)C(=O)NC(N)=O)c2ccccc2c1=O (stereo not given),13,2.1,-6,0.0,-9,0,-2.1,-11,0.1,8,-81
C=CCSc1nc2c(c(=O)[nH]c(=O)n2C)n1Cc1ccccc1,15,3.8,-6,-2.9,-3,12,-2.7,11,1.3,-7,-5
CC(CN1CCOCC1)OC(=O)Cc1ccc(Cl)cc1 (stereo not given),-5,3.5,0,1.2,-4,8,1.0,3,-0.5,-11,-23
Cc1cc(C(=O)N/N=C/c2sc(N3CCOCC3)nc2-c2ccccc2)c(C)o1,20,2.0,-3,3.1,1,7,-3.8,2,-0.5,-4,-91
O=C(CNC(=O)c1cccs1)NCC(=O)OCc1ccccc1Cl,-17,-0.2,-1,0.6,-9,3,2.7,5,0.6,-2,-2
Cc1ccc(-c2csc3n[nH]c(=S)n23)cc1,-16,0.5,6,0.5,-3,-4,2.8,-10,-0.3,-5,-29
CNc1oc(-c2cccs2)nc1C#N,15,1.3,625,6.2,3,-6,-3.0,0,2.6,8,·
CN(C)C(=O)c1coc2nc3ccccc3nc12,8,2.7,924*,3.1,-9,5,-1.5,-8,0.1,0,3
CCN(CC)S(=O)(=O)c1ccc(C(=O)NCC2CCCCC2)cc1,-15,2.4,-2,3.1,6,-4,1.9,-4,0.6,-3,7
COCCNC(=O)C(c1c[nH]c2ccccc12)N(C(=O)c1snc(C(N)=O)c1N)c1cccc(OC)c1 (stereo not given),15,2.4,11,-1.9,0,8,-2.9,-12,-0.9,-2,-2
CCOc1ccc(CCNc2nc3ccccc3n3cnnc23)cc1OCC,12,-0.5,2,1.8,-5,3,-2.2,-6,-1.9,-1,-18
Cc1c(NC(=O)CN(c2ccc(F)cc2)S(=O)(=O)c2ccccc2)c(=O)n(-c2ccccc2)n1C,14,-0.9,228,0.7,-2,-5,-2.8,5,0.2,-1,-15
COc1cc(S(=O)(=O)Nc2ccccc2)ccc1NC=O,16,1.5,20,0.8,-12,4,-3.0,-2,0.9,-3,-26
CN(C)S(=O)(=O)N(CC(=O)Nc1ccc(S(=O)(=O)N2CCCC2)cc1)c1ccccc1,16,0.2,1,0.6,17,1,-3.1,-8,0.8,-2,8
O=C(COc1ccc(F)cc1)Nc1nnc(S(=O)(=O)N2CCCC2)s1,11,3.6,-2,0.8,-2,8,-2.1,-7,1.2,-14,4
Cc1ccc(Nc2nnc(SC/C(O)=C(\C#N)c3nc4ccccc4[nH]3)s2)c(C)c1,1,0.2,-11,-0.5,4,1,-0.2,-7,-2.2,-2,-13
O=C(NCCCN1CCCC1=O)C1CCCO1 (stereo not given),10,3.2,-1,-2.1,-2,-7,-2.2,-5,0.7,-3,15
COc1cc2c(cc1NC(=O)CSc1cccc[n+]1[O-])oc1ccccc12,6,1.1,-19,-0.3,2,9,-1.1,-7,2.0,1,15

Next section
SMILES,MOR-DOR inv ag,phage Ecoli inh,Mot1-301 SUMO,AddAB inh,Tat export inh,HTR5A inv ag,MOR-DOR ag,PKA-R1A act,E coli growth,PKA-R2B activ,PfHsp90 set2
O=C(O)C1C2C=CC(C2)C1C(=O)NCc1cccs1 (stereo not given),18,3.0,22,3.9,-2,-11,-3.6,1,0.8,9,-49
Cc1cc(C(=O)OCC(=O)Nc2ccccc2[N+](=O)[O-])c2ccccc2n1,-3,3.8,5,-0.9,-2,4,0.5,-6,1.4,-7,-17
Cc1coc2c1C(=O)C(=O)c1c-2ccc2c(C)cccc12,-67,·,-6,2.7,0,7,11,0,2.1,3,-112
COC(=O)CCCC1=CC2=CC(=O)C(C)(OC(=O)c3cccs3)C(=O)C2=CN1CCc1c[nH]c2ccccc12 (stereo not given),-9,0.3,7,4.0,0,-32,1.6,3,-0.5,1,4
CCn1cc(C(=O)NCCCOC(C)C)c(=O)c2cc(S(=O)(=O)N3CCC(C)CC3)ccc21,8,0.9,-14,2.7,2,-2,-1.5,-13,0.9,-1,4
Cc1cn2c(-c3ccncc3)nnc2s1,-7,2.9,2,2.2,0,2,1.2,-4,-0.8,-11,-21

Screens deposited in PubChem BioAssay by several laboratories.
